# From PubChem BioAssay
# CBFb-RUNX1 inh = inhibitors of human CBF-beta and RUNX1 interaction. Q01196+Q13951. 230,000 tested, under 10 active. AID 1477. Potency, µM (titrated, usually from 59.8 µM), for the others: at the highest dose activity, negative = inhibition, usual class: inhibitors. AlphaScreen CBFb-His/RUNX1-biotin binding, biochemical; note: % of control where 0% means no effect
#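 Room-temperature protein-protein interaction test with 30 nM each of His-tagged CBF-beta and biotinylated RUNX1, 15 min with compound, then 90 min with nickel plus streptavidin beads. Signal read in AlphaScreen mode.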
# TRb-SRC2 inh = disrupts binding of human TR beta to SRC2. 0.065% of 280,000 active. P10828. TRbeta-SRC2 peptide binding, fluorescence polarization; receptor liganded with 1 µM T3. AID 1469. Potency, µM (doses to about 106 µM), for inactives: top-dose activity change, negative = inhibition, usual class: inhibitors;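 note: potency is the fitted concentration of half-maximal effect; plate controls were bound peptide for no effect and peptide without receptor for full effect; nearly all actives have a fitted effect of over 50% in size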
#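 Read-out is fluorescence polarization (555 nm excitation, 632 nm emission) of a Texas Red SRC2 coactivator peptide; loss of signal reflects blocked binding to human TRb ligand-binding domain in the presence of 1 uM T3.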
# NPSR antag = blocks cAMP signaling of the human neuropeptide S receptor; Q6W5P4; CHO-NPSR cells, cAMP TR-FRET, antagonist mode; Potency, µM (series often up to 38.3 µM), inactives show at the highest dose activity change, negative = inhibition, usual class: inhibitors; 1% of 220,000 active; AID 1461; note: potency is the fitted concentration of half-maximal effect; % is set by controls: 0 for no effect and ±100 for the full control effect; nearly all actives have a fitted effect of over 50% in size; many of its hits are not listed in these tables
# Target sequence (Q6W5P4 whole entry, looked up): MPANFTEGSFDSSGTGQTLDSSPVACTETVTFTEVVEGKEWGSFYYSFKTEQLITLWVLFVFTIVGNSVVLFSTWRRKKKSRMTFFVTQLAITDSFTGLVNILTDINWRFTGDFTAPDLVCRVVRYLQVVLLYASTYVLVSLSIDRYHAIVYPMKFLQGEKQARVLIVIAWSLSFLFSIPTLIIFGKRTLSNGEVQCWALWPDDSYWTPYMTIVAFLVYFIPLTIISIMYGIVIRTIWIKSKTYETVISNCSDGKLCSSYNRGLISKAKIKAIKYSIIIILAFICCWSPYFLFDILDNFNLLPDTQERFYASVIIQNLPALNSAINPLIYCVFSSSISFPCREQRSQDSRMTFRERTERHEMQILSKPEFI
# Tau fluor counter = counter-screen for tau fibril formation inhibitors; Potency, µM (titrated, usually from 57.7 µM), without a hit: at the top dose activity change, negative = decrease; AID 1463; 0.93% of 280,000 active; tau K18 P301L (four-repeat tau fragment) Alexa594 fluorescence, heparin fibrillization; note: potency is the fitted concentration of half-maximal effect; % is set by controls: 0 for no effect and ±100 for the full control effect; nearly all actives have a fitted effect of over 55% in size
#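 Human K18 P301L tau (15 uM unlabeled plus 0.24 uM Alexa 594-labeled, final) in 100 mM sodium acetate pH 7 was mixed with compound and 20 uM heparin and incubated 6 hr at 37 C.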
# Epigenetic reg = regulators of epigenetic silencing causing reporter derepression in mouse cells. AID 1865. murine LDR cells, GFP reporter derepression, 30 h. Potency, µM (highest dose often 53.9 µM), without a hit: top-dose GFP activation, most hits filed as activators. 0.2% of 280,000 active; note: potency is the fitted concentration of half-maximal effect; % of control where 0% means no effect; nearly all actives have a fitted effect of over 60% in size
#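 Derepression of a silenced CMV-GFP reporter in murine LDR cells is scored by enumerating GFP-positive cells with a laser-scanning microplate cytometer after 30 hours of treatment at 37 C.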
# GLA spleen mod = inhibitors or activators of human alpha-galactosidase in spleen homogenate; human spleen homogenate, 4MU-alpha-Gal fluorescence, 40 min; 0.008% of 240,000 active; Potency, µM (series often up to 80 µM), inactives show top-dose activity change, negative = inhibition, actives largely listed as inhibitors;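 note: potency is the fitted concentration of half-maximal effect; 0% = enzyme with vehicle and -100% = no enzyme basal signal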
# Target sequence (P06280 32-429 limits assumed): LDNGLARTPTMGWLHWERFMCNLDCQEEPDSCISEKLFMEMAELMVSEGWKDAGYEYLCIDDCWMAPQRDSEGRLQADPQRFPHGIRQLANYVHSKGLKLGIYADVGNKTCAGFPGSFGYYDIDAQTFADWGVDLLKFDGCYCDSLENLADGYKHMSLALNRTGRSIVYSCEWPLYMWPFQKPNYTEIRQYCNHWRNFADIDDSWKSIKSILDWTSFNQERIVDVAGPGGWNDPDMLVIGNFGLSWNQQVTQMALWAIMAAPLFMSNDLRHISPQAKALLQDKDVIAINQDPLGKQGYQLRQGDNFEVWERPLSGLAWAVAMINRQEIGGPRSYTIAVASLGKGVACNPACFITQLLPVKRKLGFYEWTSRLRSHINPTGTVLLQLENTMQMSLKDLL
#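 qHTS titration in buffer at pH 5.0. Alpha-galactosidase activity in spleen homogenate was measured via 4-methylumbelliferone release from 1 mM fluorogenic substrate after 40 min at 37C and a pH 10 stop. AC50 came from Hill fits of control-normalized data.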
# TR SRC2 fluor cs = Texas Red fluorescence interference in TRb-SRC2 counter-screen | TRb/SRC2 Texas Red total fluorescence interference | Potency, µM (doses to about 106 µM), for the others: at the highest dose fluorescence change, negative = quenching | 0.29% of 280,000 active | AID 1479; active = well fitted curve in either direction with a large enough effect; inconclusive = small, poorly fitted or top-dose-only effect; note: potency is the fitted concentration of half-maximal effect; % is set by controls: 0 for no effect and ±100 for the full control effect
#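 Human TRb ligand-binding domain at 0.6 uM with 20 nM Texas Red SRC2 peptide in Tris buffer containing 1 uM T3 and 5% DMSO, incubated with compound 5 h at ambient temperature. Total fluorescence (555/632 nm) calculated as parallel + 2 × perpendicular.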
# Tau FP inhib = blocks human tau fibril formation measured by polarization; AID 1468; 0.39% of 280,000 active; Potency, µM (highest dose often 57.7 µM), for inactives: at the highest dose activity, negative = inhibition, actives largely listed as inhibitors; K18 P301L tau heparin fibrillization, Alexa594 FP, 6 h; P10636; note: potency is the fitted concentration of half-maximal effect; % is set by controls: 0 for no effect and ±100 for the full control effect; nearly all actives have a fitted effect of over 55% in size
# Target sequence (P10636 561-689 P618L limits assumed): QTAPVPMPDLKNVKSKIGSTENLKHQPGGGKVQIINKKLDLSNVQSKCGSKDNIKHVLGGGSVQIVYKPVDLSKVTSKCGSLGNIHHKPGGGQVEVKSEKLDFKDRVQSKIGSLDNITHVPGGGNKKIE
#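 FP of Alexa 594-tau after heparin (20 uM) induction. Substrate: human K18 P301L, 15 uM unlabeled, 0.24 uM labeled. Buffer 100 mM sodium acetate pH 7. 6 hr, 37 C.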
# An asterisk follows results filed as active; ? = inconclusive; . = not tested or not shown; & = joins results of further samples; [ ] = dose if it differs, or a comment. Unless noted, calls come from the whole dose curve; as a rule, active = well fitted curve in the direction sought with a large enough effect; inconclusive = small, poorly fitted or top-dose-only effect, or another doubt; inactive = no such curve, though single readings can be large; an effect the other way counts as inactive or inconclusive. Some of the compounds tested; the hit share may differ from the screen's.
SMILES,CBFb-RUNX1 inh,TRb-SRC2 inh,NPSR antag,Tau fluor counter,Epigenetic reg,GLA spleen mod,TR SRC2 fluor cs,Tau FP inhib
CCOc1ccc(C2CC(=O)Nc3c2c(=O)[nH]c2ncnn32)cc1 (stereo unspecified),.,2%,.,-7%,0.8%,.,-8%,1%
CC(=O)NC(CC(=O)O)C(=O)NC(CCC(=O)O)C(=O)O (stereo unspecified),.,0%,.,2%,2.7%,5%,0%,6%
Nc1c(N(CCO)C(=O)C2CCCCC2)c(=O)[nH]c(=O)n1Cc1ccccc1,3%,-2%,-13%,-16%,2.0%,6%,-1%,-9%
COC(=O)c1sccc1NC(=O)Cc1ccc(OC)c(OC)c1,4%,1%[53 µM],9%,-1%,-1.3%,0%,-1%[53 µM],8%
CC(=O)C1=C(O)C(=O)N(c2cccc(C(=O)O)c2)C1c1ccc(F)cc1 (stereo unspecified),-2%,12%,-24%[46.1 µM],-6%,0.0%,7%,-3%,-2%
Cc1nn(CC(=O)NCc2ccccn2)c(C)c1[N+](=O)[O-],-9%,-5%,-7%,2%,-0.2%,1%,0%,-4%
CN(C)c1ccc(/C=C(\C#N)c2nc3ccccc3c(=O)[nH]2)cc1,.,-2%,.,?,6.3µM*,.,0%,-7%
CCn1cc(NC(=O)Nc2ccc(OC)c(OC)c2)c(C(N)=O)n1,2%,-16%,-5%[46.1 µM],-8%,-1.0%,0%,-1%,5%
O=C1NCCN(C(=O)CCc2nnc(-c3ccsc3)o2)C1c1ccc(F)cc1 (stereo unspecified),0%,-3%,-19%,-1%,-0.2%,-3%,0%,-7%
COC(=O)c1c(NC(=O)CC2SC(N)=NC2=O)sc2c1CCC(C(C)(C)C)C2 (stereo unspecified),13%,4%,-28%,-26%,0.4%,-2%,0%,?
CC(C)N1CCN(Cc2ccc(C#CC(C)(C)O)cc2)CC1CCO (stereo unspecified),11%,2%,-5%,-2%,1.7%,-17%,-2%,-2%
COC(=O)CCC(=O)OC1(C)C(=O)C=C2C=C(C3CC3)N(c3ccc(OC)cc3)C=C2C1=O (stereo unspecified),10%[13.1 µM],6%[11.2 µM],.,-8%[11.6 µM],.,-2%[17.5 µM],-2%[11.2 µM],-4%[11.6 µM]
CC(C)C(=O)NNC(=O)c1csc(-c2cccs2)n1,15%,-4%,5%,10%,0.1%,-8%,-1%,-1%
C/C(=N\Nc1ccc(F)cc1)c1ccncc1,-4%,6%,-3%,-1%,1.9%,-20%,1%,-4%
CCCN(CCC)CCCNC(=S)Nc1ccc2nc(N3CCCC3)cc(C)c2c1,2%,5%,-37%,-16%,-0.1%,?,-2%,-1%

# Some of the entries so far, field by field:
COC(=O)c1sccc1NC(=O)Cc1ccc(OC)c(OC)c1
  CBFb-RUNX1 inh: 4%; TRb-SRC2 inh: 1%[53 µM]; NPSR antag: 9%; Tau fluor counter: -1%; Epigenetic reg: -1.3%; GLA spleen mod: 0%; TR SRC2 fluor cs: -1%[53 µM]; Tau FP inhib: 8%
COC(=O)c1c(NC(=O)CC2SC(N)=NC2=O)sc2c1CCC(C(C)(C)C)C2 (stereo unspecified)
  CBFb-RUNX1 inh: 13%; TRb-SRC2 inh: 4%; NPSR antag: -28%; Tau fluor counter: -26%; Epigenetic reg: 0.4%; GLA spleen mod: -2%; TR SRC2 fluor cs: 0%; Tau FP inhib: ?

# The list continues.
SMILES,CBFb-RUNX1 inh,TRb-SRC2 inh,NPSR antag,Tau fluor counter,Epigenetic reg,GLA spleen mod,TR SRC2 fluor cs,Tau FP inhib
O=C(Cn1cnc2c(nnn2Cc2ccccc2F)c1=O)N1CCN(c2ccccc2)CC1,-5%,-11%,-1%,-14%,-1.0%,8%,-3%,-9%
Cc1noc(C)c1S(=O)(=O)Nc1ccc(C(=O)NCCc2ccccc2)cc1,2%,3%,-5%[46.1 µM],-17%,-1.0%,-7%,-1%,-4%
Cc1cccc(S(=O)(=O)NNC(=O)Cc2cccn2C)c1,-1%,-5%,8%,-3%,-1.5%,0%,-4%,5%
COc1cc2c(C)nc3onc(-c4ccccc4)c3c2cc1OC,7%,2%,-27%[46.1 µM],-13%,0.0%,4%,1%,-2%
Cc1cc2cc3c(cc2nc1SCC(=O)Nc1nc(C)c(C)s1)OCO3,12%,3%,-3%[46.1 µM],-10%,0.4%,7%,-4%,-4%
O=C(CCCN1C(=O)/C(=C/c2ccccc2)SC1=S)Nc1ccccc1O,-19%,3%,-22%,?,1.1%,-12%,1%,-16%
COc1cc(OC)nc(Oc2ccccc2C(=O)Oc2ccc(F)cc2Cl)n1,17%,-11%,-26%[46.1 µM],-12%,0.9%,0%,-3%,0%
CC1=C(C(=O)OCCOC(C)C)C(c2cccnc2)C2=C(CCCC2=O)N1 (stereo unspecified),4%,2%,6%[46.1 µM],-6%,0.0%,28%,1%,-6%
Cc1ccc(NC(=S)N2CCC(N(C)CC3CCCO3)CC2)cc1C (stereo unspecified),-2%,-3%,-10%,0%,0.0%,-3%,-2%,2%
CC(C)NC(=O)c1cc(-c2ccc(Br)cc2)on1,5%,-18%,-8%[46.1 µM],-11%,-1.0%,4%,2%,-3%
COCCNc1nc2c(c(=O)n(C)c(=O)n2C)n1Cc1cccc(C(F)(F)F)c1,5%,-7%,-9%[46.1 µM],1%,-16%,-2%,1%,7%
COc1cccc(N2CCN(C(=O)CCCCCNc3nc(=S)[nH]c4ccccc34)CC2)c1,-14%,-9%,-11%,?,-2.0%,2%,0%,7%
CC(C)c1ccc(O)c(N)c1,11%,0%,-1%[46.1 µM],10%,0.9%,4%,-9%,10%
CC(C)C(NC(=O)c1ccc(F)cc1)C(=O)NCC1CCCO1 (stereo unspecified),7%,4%,-17%,-8%,1.1%,7%,1%,-5%
O=C(Cc1cccs1)NCc1ccc(F)cc1,8%,-22%,-10%[46.1 µM],3%,-0.8%,-2%,0%,-5%
COc1cccc(/C=N/NC(=O)CNC(=O)c2ccco2)c1O,4%,12%,5%,-10%,6.1%,0%,-3%,8%
CCCN(C(=O)c1cc(S(=O)(=O)N2CCc3ccccc32)cn1C)c1ccc(OCC)cc1,.,-8%,.,-3%,-1.1%,.,?,-3%
CCCCOC(=O)c1ccc(NC(=O)C(=O)NCc2cccnc2)cc1,8%,1%,-5%,-9%,8.0%,7%,-8%,-5%[2.34 µM]
O=C(c1ccccc1NS(=O)(=O)c1ccc(Cl)cc1)N1CCc2ccccc21,1%,-1%,-4%[46.1 µM],-11%,0.0%,1%,-11%,-11%
COc1ccc(/C=C/CN2CCN(CC(C)C)C(CCO)C2)cc1 (stereo unspecified),1%,1%,-21%,-12%,0.1%,-3%,-1%,-8%
CCN(CC)CCNC(=O)c1ccc(N)cc1,9%,-2%,-13%,-5%&-13%&-5%&-2%&-2%,2.9%,6%,-1%,-9%&0%&-6%&-3%&-1%
COCCN1C(=O)N[C@@H](c2ccco2)C(C(=O)OC)=C1C,2%[13.1 µM],1%[11.2 µM],.,-19%[11.6 µM],.,8%[17.5 µM],-14%[11.2 µM],-1%[11.6 µM]
Cc1cc(C(=O)NNC(=S)NCC2CCCO2)cs1 (stereo unspecified),-5%,-17%,2%[46.1 µM],1%,3.5%,6%,0%,-3%
CC(=O)OCC(=O)[C@@]1(O)[C@H](OC(C)=O)C[C@H]2[C@@H]3CCC4=CC(=O)C=C[C@]4(C)[C@@]3(F)[C@@H](O)C[C@@]21C,-14%,3%,.,-4%,1.3%,0%,2%,-2%
Cc1ccc(CNC(=O)c2nn(-c3ccc(Cl)cc3)nc2CO)cc1,.,-2%,.,2%,-2.5%,.,-3%,-6%
O=C(O)c1cccnc1SCC(=O)C12CC3CC(CC(C3)C1)C2,2%,-2%,-36%,-2%,5.0%,-1%,-2%,6%
COc1cc(NC(=O)c2onc(C)c2Cl)c(OC)cc1Cl,3%,4%,5%[46.1 µM],-2%,2.0%,7%,-5%,5%
CC(C)(C)CC(C)(C)N=C1NS(=O)(=O)c2cc([N+](=O)[O-])ccc21,-5%,1%,-12%,-21%,0.4%,9%,-1%,15%
COC(=O)CCC(=O)Nc1cccc(C(=O)Nc2cccc(Cl)c2)c1,-15%,3%,-14%[46.1 µM],1%,-1.2%,2%,3%,-3%
COc1cccc(CSc2nc3n(n2)C(c2cccs2)C(C(=O)Nc2ccccc2C)=C(C)N3)c1 (stereo unspecified),.,2%,.,1%,2.6%,.,-6%,2%
O=S(=O)(NC1CC1)c1ccc(S(=O)(=O)N(Cc2ccccn2)C2CCCC2)cc1,-3%,-1%,?,-11%,-0.8%,3%,-5%,-3%
O=C(CCn1nc(-c2ccccc2)c2ccccc2c1=O)NN1CCOCC1,8%,-2%,7%,1%,0.0%,7%,-2%,0%
CCOCC(=O)Nc1ccc2c(c1)OCCO2,1%,-2%,-26%[46.1 µM],5%,0.0%,10%,3%,5%
COc1ccc(NC(=O)Nc2nnc(C(C)(C)C)s2)cc1,4%,-9%,9%,?,1.4%,-6%,4%,14%
Cc1c(/C=N/O)c2ccccn2c1C=O,23%,6%,16%,-2%,3.8%,2%,-1%,1%
CSC1=N/C(=C\C=C\c2cccs2)C(=O)S1,?,1%,0%[46.1 µM],?,1.8%,2%,3%,3%
Cc1cccc(N=Nc2c(C)c(C#N)c(O)[nH]c2=O)c1,-3%,4%,4%,-20%,-1.0%,1%,3%,2%
COc1ccc(/C=N/Nc2cc(N(C)C)nc(N(C)C)n2)cc1,-13%,-22%,-8%,?,-0.1%,-3%,0%,9%
CCCSC1=NC2(CCN(C(=O)NC3CCCCC3)CC2)N=C1c1ccc(OC)cc1,.,-7%,.,-8%,-1.3%,.,2%,-1%
COC(=O)N/N=C/c1ccc([N+](=O)[O-])s1,-13%,10%,-12%,-17%,-0.2%,-13%,-6%,-3%
CCC1CCCCN1CCCNC(=O)c1cc2c(=O)n(CC)c3ccccc3c2s1 (stereo unspecified),.,2%,.,-9%,-0.3%,.,-6%,-2%
CCOC(=O)C1CCCN(S(=O)(=O)c2cccs2)C1 (stereo unspecified),2%,-9%,8%[46.1 µM],7%,-0.8%,-6%,2%,11%
COc1ccc(Nc2nnc(SCC(=O)c3cc(C)n(CC4CCCO4)c3C)s2)cc1 (stereo unspecified),-10%,8%,-19%[46.1 µM],?,-4.8%,-2%,-1%,10%
